MT1-MMP act inh = blockers of MT1-MMP proenzyme processing, primary screen, HT1080 RFP-PRO-GFP cells, GFP/RFP fluorescence; 360,000 compounds, 0.061% hits; GFP/RFP ratio fluorescence, overnight; percent of plate control window, DMSO zero; GFP/RFP ratio change, % at 20 µM; Matrix metalloproteinase-14 (Homo sapiens), P50281;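 active = GFP/RFP ratio change of at least 30% with cell ATP level not reduced by more than half and red fluorescence within 50% of control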; note: strong numbers were not always called active
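Assay system: HT1080 RFP-PRO-GFP cells. Benchmarks: DMSO vehicle wells and RFP-L50D-GFP reporter cell wells. Times: overnight cell settling, then overnight compound exposure, 37 °C, 5% CO2. Compound: 20 µM single dose, 1% DMSO. Read-out basis: GFP/RFP fluorescence ratio.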
CendR NRP1 mod = modulators of CendR peptide binding to NRP-1, primary screen, biochemical, fluorescence polarization, uHTS; FAM-RPARPAR peptide binding to NRP-1; Neuropilin-1 (Homo sapiens), O14786; inhibition, % at 25 µM; 360,000 compounds, 0.85% hits;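 active = inhibition or corrected inhibition above about 18%, plus a signal ratio from 0.5 to 1.5, limit read from the data, passing the limit was not always enough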; note: strong numbers were not always called active
Rpn11 block = Rpn11 (PSMD14) deubiquitinase inhibitors, primary screen, biochemical, fluorescence polarization, uHTS; 26S proteasome non-ATPase regulatory subunit 14 (Homo sapiens), O00487; human 26S proteasome, Ub4-pepOG fluorescence polarization; 20S core pre-blocked with epoxomicin; calls only at 20 µM; 360,000 compounds, 0.59% hits; AID 588493, 2011;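 active = inhibition at 20 µM, scaled to each plate's controls, above about 33%, limit read from the data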
STEP block = STEP phosphatase inhibitors, primary screen, biochemical, fluorescence intensity, uHTS; Tyrosine-protein phosphatase non-receptor type 5 (Homo sapiens), P54829; recombinant STEP, OMFP fluorogenic substrate; inhibition, % at 20 µM; 360,000 compounds, 0.25% hits; AID 588621, 2011;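 active = inhibition at 20 µM, scaled per plate between control wells, above about 37%, limit read from the data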;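 note: 0% = DMSO with enzyme and substrate and 100% = substrate only without enzyme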
Target sequence (P54829 whole entry, looked up): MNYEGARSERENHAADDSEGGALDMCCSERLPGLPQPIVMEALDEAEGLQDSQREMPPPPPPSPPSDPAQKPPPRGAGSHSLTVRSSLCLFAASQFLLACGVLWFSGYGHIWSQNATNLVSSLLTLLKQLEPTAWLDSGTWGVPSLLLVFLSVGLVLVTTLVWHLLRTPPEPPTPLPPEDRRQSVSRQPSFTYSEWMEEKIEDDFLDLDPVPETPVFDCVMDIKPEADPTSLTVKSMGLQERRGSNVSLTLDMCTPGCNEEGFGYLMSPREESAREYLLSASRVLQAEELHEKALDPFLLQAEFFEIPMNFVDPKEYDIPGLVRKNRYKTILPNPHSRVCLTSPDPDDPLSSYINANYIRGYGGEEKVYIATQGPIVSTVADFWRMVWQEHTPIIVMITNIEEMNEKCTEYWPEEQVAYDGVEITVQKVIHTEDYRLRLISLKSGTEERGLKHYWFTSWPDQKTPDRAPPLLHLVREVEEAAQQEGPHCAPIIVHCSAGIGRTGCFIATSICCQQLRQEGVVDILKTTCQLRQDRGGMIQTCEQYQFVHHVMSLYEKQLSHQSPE
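material = STEP tyrosine phosphatase | reagent = fluorogenic phosphatase substrate OMFP at 25 µM final | doses = single compound dose of 20 µM, 1% DMSO final | schedule = 20 min reaction, room temperature, in the dark | measured by = fluorescence, 480/540 nm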
NadD inh = inhibitors of S. aureus NadD, primary screen, biochemical, colorimetric, uHTS; purified NadD enzyme, colorimetric absorbance read-out; Nicotinate-nucleotide adenylyltransferase NadD (Staphylococcus aureus N315); inhibition, % at 20 µM; 360,000 compounds, 0.78% hits; in the data active = inhibition above about 26%; note: some compounds past the cut are filed as inactive
Scp-1 inhibitor = Scp-1 phosphatase inhibitors, primary screen, biochemical, colorimetric, uHTS; Carboxy-terminal domain RNA polymerase II polypeptide A small phosphatase 1 (Homo …; Recombinant Scp1, phosphopeptide, malachite green phosphate absorbance; inhibition, % at 20 µM; 340,000 compounds, 0.88% hits;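 active = inhibition above about 50% at 20 µM, limit read from the data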;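 note: plate controls were DMSO wells with enzyme for no effect and wells lacking enzyme for full effect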
Target sequence (Q9GZU7 76-261 limits assumed): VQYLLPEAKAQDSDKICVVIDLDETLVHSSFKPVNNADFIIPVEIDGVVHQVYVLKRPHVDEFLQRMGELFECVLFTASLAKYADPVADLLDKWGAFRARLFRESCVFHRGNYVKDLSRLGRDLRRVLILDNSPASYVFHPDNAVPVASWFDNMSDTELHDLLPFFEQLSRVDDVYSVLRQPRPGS
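Material: truncated SCP-1 phosphatase (76-261aa) / Buffer or medium: 50 mM Tris acetate pH 5.5, 0.005% Tween-20, 10 mM MgCl2 / Compound dosing: one concentration, 20 µM, with 1.0% DMSO / Incubation: 45 min room-temperature reaction, 5 min colour, 30 min stabiliser / Detection: colorimetric free-phosphate detection, absorbance 630 nm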
SKN-1 inh = suppressors of acrylamide-induced Pgst-4::GFP reporter in worms, primary screen, SKN-1 inhibitor project, whole organism, uHTS, GFP/RFP fluorescence ratio, strain VP596; C. elegans VP596 Pgst-4::GFP/RFP ratio, 24 h; inhibition, % at 21.8 µM; 360,000 compounds, 0.49% hits; AID 624304, 2012;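 active = interference check ratio from 0.5 to 1.5 plus GFP to RFP signal ratio inhibition reaching or exceeding a fixed threshold, cut at about 30% in these data, passing the limit was not always enough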; note: some compounds called inactive have numbers as strong as hits
LMPTP inh = LMPTP phosphatase inhibitors, primary screen, biochemical, fluorescence intensity, uHTS | 360,000 compounds, 0.22% hits | recombinant LMPTP-A, OMFP fluorogenic substrate | inhibition, % at 20 µM | AID 651560, 2012;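 active = compounds that cut the enzyme signal by at least half of the control window in the single-dose screen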;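 note: plate controls were DMSO wells with enzyme plus substrate for no effect and substrate without enzyme for full effect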
Target sequence (P24666 whole entry, looked up): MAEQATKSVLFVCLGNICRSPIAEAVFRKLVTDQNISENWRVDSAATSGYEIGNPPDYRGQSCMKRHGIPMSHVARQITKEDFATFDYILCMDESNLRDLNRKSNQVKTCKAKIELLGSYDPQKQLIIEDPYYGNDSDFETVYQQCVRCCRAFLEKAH
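Assay system: LMPTP-A phosphatase enzyme | Input: 0.625 nM enzyme | Also added: Fluorogenic phosphatase substrate OMFP at 400 µM final | Compound dosing: One test concentration per compound, 20 µM, with 3% DMSO overall | Schedule: 50 min enzyme reaction at room temperature, protected from light | Signal: Fluorescence intensity | Benchmarks: no-enzyme and uninhibited controls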
SUMO1 PPI mod = modulators of SUMO1 protein-protein interactions, primary screen, biochemical, uHTS; Small ubiquitin-related modifier 1 (Homo sapiens), P63165; SUMO1 binding to a labelled peptide, TR-FRET, 1 h; inhibition, % at 20 µM; 360,000 compounds, 0.33% hits; AID 602429, 2012; in the data active = inhibition above about 37%
Target sequence (P63165 whole entry, looked up): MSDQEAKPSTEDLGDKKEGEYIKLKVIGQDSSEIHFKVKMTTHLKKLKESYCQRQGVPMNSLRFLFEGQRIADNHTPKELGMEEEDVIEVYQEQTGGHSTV
DNMT1 inh = human DNMT1 methyltransferase inhibitors, primary screen, biochemical, molecular beacon, fluorescence, HinP1I cleavage, uHTS. DNA (cytosine-5)-methyltransferase 1 (Homo sapiens), P26358. inhibition (reported as % activation of signal), % at 10 µM. 360,000 compounds, 0.83% hits; in the data active = inhibition above about 50%
* marks the source's active call; other numbers are inactive results; i = inactive; . = not tested or not shown.

Rpn11 block	SUMO1 PPI mod	LMPTP inh	NadD inh	MT1-MMP act inh	STEP block	Scp-1 inhibitor	SKN-1 inh	CendR NRP1 mod	DNMT1 inh	structure
i	-15	-0.5	4	-2	0	-3	6	1	0	O=C(N/N=C\C=C\c1ccc2c(c1)OCO2)c1cccnc1
i	-3	-1.8	-5	0	-6	5	-20	-4	-1	CN(C)/C=C/C(=O)c1cccc(Cl)c1
i	2	1.2	1	2	2	-2	-11	6	1	CCN(CC)CCN(Cc1cc2cc3c(cc2[nH]c1=O)OCO3)C(=S)NC
i	-6	2.7	-3	5	-4	-14	-16	-24	-4	CSc1nsc2nc(=O)c(/C=C3\C=Nc4ccccc43)c(N)n12
i	3	-2.6	4	4	-4	-6	6	0	0	CC(=O)Nc1sc(N)nc1-c1ccccc1
i	0	0.0	-13	25	1	-2	6	-3	-4	CCn1c(=O)c(=O)[nH]c2cc(C(=O)N3CCN(c4ccccc4F)CC3)ccc21
i	3	-0.4	-6	-1	1	-4	-3	1	3	CCCCC(=O)Nc1nnc(S(=O)(=O)N(C)Cc2ccco2)s1
i	1	-1.0	-2	2	-2	-2	16	-12	5	CC(OC(=O)c1cccnc1Cl)C(=O)NCc1ccccc1 (stereo not given)
i	-1	0.9	-1	1	0	-5	9	0	0	CCOC(=O)C1CC2CC(C1)CN(C(=O)C1CCCCC1)C2 (stereo not given)
i	0	-1.0	2	0	2	-5	5	4	-3	CCOC(=O)c1nc(NCc2ccccc2F)c2ccccc2n1
i	9	2.6	6	15	2	2	-7	-6	4	Cc1c(C(=O)Nc2nc3ccccc3[nH]2)oc2c(Cl)cccc12
i	-114	-3.3	4	-5	10	5	-1	6	-8	CN(C)CCOc1ccc(-c2c(-c3ccccc3)sc3ccccc23)cc1
i	0	0.6	-3	2	4	16	11	3	6	CNC(=O)COC(=O)c1ccc(Cl)c(S(=O)(=O)N2CCCC2)c1
i	2	-0.8	-2	-1	0	.	13	-9	-3	Cc1cnc(C(=O)N(c2ccccc2)C(c2ccccc2)c2nc3ccccc3[nH]2)cn1 (stereo not given)
i	-3	-1.3	-3	-4	0	-5	11	7	-6	CC(C)CCNC(=O)NC(=O)COC(=O)C1CCN(S(=O)(=O)c2ccccc2F)CC1
i	-20	0.7	2	0	0	-8	9	2	0	O=C(COC(=O)c1cc(Cl)ccc1O)NNC(=O)c1ccc([N+](=O)[O-])cc1

For convenience, some entries already given.
Rpn11 block	SUMO1 PPI mod	LMPTP inh	NadD inh	MT1-MMP act inh	STEP block	Scp-1 inhibitor	SKN-1 inh	CendR NRP1 mod	DNMT1 inh	structure
i	3	-2.6	4	4	-4	-6	6	0	0	CC(=O)Nc1sc(N)nc1-c1ccccc1
i	0	0.0	-13	25	1	-2	6	-3	-4	CCn1c(=O)c(=O)[nH]c2cc(C(=O)N3CCN(c4ccccc4F)CC3)ccc21
i	3	-0.4	-6	-1	1	-4	-3	1	3	CCCCC(=O)Nc1nnc(S(=O)(=O)N(C)Cc2ccco2)s1
i	1	-1.0	-2	2	-2	-2	16	-12	5	CC(OC(=O)c1cccnc1Cl)C(=O)NCc1ccccc1 (stereo not given)
i	-1	0.9	-1	1	0	-5	9	0	0	CCOC(=O)C1CC2CC(C1)CN(C(=O)C1CCCCC1)C2 (stereo not given)
i	0	-1.0	2	0	2	-5	5	4	-3	CCOC(=O)c1nc(NCc2ccccc2F)c2ccccc2n1
i	9	2.6	6	15	2	2	-7	-6	4	Cc1c(C(=O)Nc2nc3ccccc3[nH]2)oc2c(Cl)cccc12
i	-114	-3.3	4	-5	10	5	-1	6	-8	CN(C)CCOc1ccc(-c2c(-c3ccccc3)sc3ccccc23)cc1
i	0	0.6	-3	2	4	16	11	3	6	CNC(=O)COC(=O)c1ccc(Cl)c(S(=O)(=O)N2CCCC2)c1
i	2	-0.8	-2	-1	0	.	13	-9	-3	Cc1cnc(C(=O)N(c2ccccc2)C(c2ccccc2)c2nc3ccccc3[nH]2)cn1 (stereo not given)
i	-3	-1.3	-3	-4	0	-5	11	7	-6	CC(C)CCNC(=O)NC(=O)COC(=O)C1CCN(S(=O)(=O)c2ccccc2F)CC1
i	-20	0.7	2	0	0	-8	9	2	0	O=C(COC(=O)c1cc(Cl)ccc1O)NNC(=O)c1ccc([N+](=O)[O-])cc1

Following part.
Rpn11 block	SUMO1 PPI mod	LMPTP inh	NadD inh	MT1-MMP act inh	STEP block	Scp-1 inhibitor	SKN-1 inh	CendR NRP1 mod	DNMT1 inh	structure
i	4	0.6	0	-4	-1	-8	7	7	-2	CC(C)(C)c1cc2nc3c(c(=O)n2[nH]1)CN(Cc1ccccc1)C3=O
i	0	1.3	0	0	-3	-4	-2	2	2	O=C1CC(c2ccccc2)c2ccccc21 (stereo not given)
i	36	3.2	-1	0	5	-4	1	10	51*	CCc1ccc2c(c1)c1nc(C)sc1n2CC
i	3	-3.7	-1	2	-2	-9	2	-11	2	Cc1ccc(NC(=O)CC2NCCNC2=O)cc1 (stereo not given)
i	-6	0.1	9	2	7	17	9	-38	9	N#Cc1c(/N=C/c2ccc(-c3ccc(C(=O)O)c(Cl)c3)o2)sc2c1CCCC2
i	-4	0.7	1	-2	4	3	-4	1	2	O=C1OC(c2ccc(Br)cc2)=N/C1=C\c1ccco1
i	2	-0.2	-7	-2	2	-4	13	0	-3	COc1cc(C2NC(=O)NC(c3ccccc3)=C2C(C)=O)c(Br)cc1OCC(N)=O (stereo not given)
i	12	2.4	-1	11	3	-9	-3	5	-1	Cc1onc(-c2ccccc2Cl)c1C(=O)Nc1sc2c(c1C#N)CCC2
i	-1	2.5	-6	4	1	-4	-6	-2	-2	CO/N=C(/CNC(=O)c1ccc(Cl)cc1Cl)c1ccc(Cl)cc1
i	0	-2.0	-6	4	1	2	-16	-22	4	COc1ccc(NC(=O)c2cc(-c3ccc(C)cc3)on2)cc1OC
i	6	1.2	-2	0	-1	-7	24	3	-2	Cc1cc(C)n(Cc2ccc(Cl)c(Cl)c2)c(=O)c1S(=O)(=O)c1ccccc1
i	-17	1.7	-5	0	3	-3	-12	-4	3	CC1(c2ccc3noc(-c4ccccc4)c3c2)OCCO1
i	4	-0.3	-2	-1	1	-14	-8	-1	1	O=C(Oc1ccc(OC(=O)c2ccncc2)cc1)c1ccncc1
i	-5	2.5	-6	2	3	-3	8	-9	2	CCOC(=O)N/N=C/c1c(C)nn(-c2cccc(C(F)(F)F)c2)c1Cl
i	2	-0.9	-1	2	39	6	10	7	-7	Cc1ccc(-c2nc3ncccc3o2)cc1N
i	1	-3.1	1	-1	0	.	11	-4	1	Cc1cc(C)c(NC(=O)CN(C)C(=O)CCN2C(=O)C3CCCCC3C2=O)c(C)c1 (stereo not given)
i	-15	-2.3	-4	6	2	3	-5	-11	8	Cc1cc(Cc2ccc([N+](=O)[O-])cc2)c(C)cn1
i	0	0.2	0	9	1	-4	-2	-4	0	COc1cc(C(=O)N(C)C2CCCN(Cc3ccccc3F)C2)cc(OC)c1OC (stereo not given)
i	2	0.4	-8	-1	2	7	-10	6	5	Cc1nn(C(C)(C)C)c(OC(=O)CC(C)C)c1S(=O)(=O)c1ccccc1
i	0	1.0	-1	2	-1	-10	-9	-10	3	O=C(C1CCN(S(=O)(=O)c2ccc3c(c2)OCCO3)CC1)N1CCc2ccccc21
i	-1	-0.8	2	3	-1	-2	-6	15	1	CCOC(=O)C(Cc1ccccc1)c1ccnc2nc(N)nn12 (stereo not given)
i	-1	-1.8	6	-2	-2	0	0	3	-2	CCC(C)(C(=O)Nc1ccccc1C)N(C(=O)CNC(C)=O)c1ccccc1C (stereo not given)
i	-2	-1.4	1	-4	0	8	-3	6	15	O=C(CSc1nnc(CNC(=O)c2ccccc2F)o1)NCC1CCCO1 (stereo not given)
i	4	0.4	-3	2	-2	-1	-6	0	-2	COC(=O)C1SCC2C(=O)N(Cc3ccc(Cl)c(Cl)c3)CC(=O)N21 (stereo not given)

Reformatted: entries from further up.
Every second line gives: Rpn11 block	SUMO1 PPI mod	LMPTP inh	NadD inh	MT1-MMP act inh	STEP block	Scp-1 inhibitor	SKN-1 inh	CendR NRP1 mod	DNMT1 inh
- CCOC(=O)C(Cc1ccccc1)c1ccnc2nc(N)nn12 (stereo not given)
    i	-1	-0.8	2	3	-1	-2	-6	15	1
- Cc1nn(C(C)(C)C)c(OC(=O)CC(C)C)c1S(=O)(=O)c1ccccc1
    i	2	0.4	-8	-1	2	7	-10	6	5

Next part
Rpn11 block	SUMO1 PPI mod	LMPTP inh	NadD inh	MT1-MMP act inh	STEP block	Scp-1 inhibitor	SKN-1 inh	CendR NRP1 mod	DNMT1 inh	structure
i	-4	2.0	0	8	-2	-6	0	-6	-6	COc1ccc(NC(=O)NS(=O)(=O)c2ccc(C)cc2)cc1OC
i	-2	-1.0	-3	-4	-2	-6	-4	4	0	OCCOc1ccc(C2=NCCO2)cc1
i	-3	-2.0	0	0	1	-8	-11	3	0	Cc1cc(=O)[nH]c(SCC(=O)N2CCC(C(N)=O)CC2)n1
i	-6	-2.6	-2	1	-2	3	12	18	0	CC(NC(=O)c1ccc(=O)oc1)c1ccccc1 (stereo not given)

Bioassay records: PubChem, Sanford-Burnham Center for Chemical Genomics

Outcome played no part in choosing rows; about 3.9% have a hit in one of these screens.
